Screening results as filed in PubChem.
Rtt109 HAT inh – C. albicans Rtt109 histone acetyltransferase inhibition; Q5AAJ8; purified Rtt109/Vps75, ThioGlo CoA-SH fluorescence, 4 h; inhibition, % at 34.9 µM; 330,000 tested, 0.16% active;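 active = inhibition of at least 50% in every replicate; inconclusive = best replicate reaches 50% inhibition but some replicates fall short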
dFosB activator – enhances mouse delta FosB homodimer DNA binding; P13346; purified delta FosB, TAMRA-CDK5 oligo fluorescence polarization; percent of positive-control signal above neutral wells; activation, % at 25 µM; 340,000 tested, 0.99% active;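 active = mean activation above about 17%, with every replicate also reaching it, limit read from the data, passing the limit was not always enough; inconclusive = only one of the two conditions met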;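 note: fluorescence polarization rise as delta FosB binds a TAMRA Cdk5 AP-1 oligo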
PvdQ acylase – blocks Pseudomonas aeruginosa PvdQ acylase activity; purified PvdQ acylase, fluorescence plate reader; inhibition, % at 10 µM; AID 488965; 340,000 tested, 0.063% active; in the data active = inhibition above about 30%, passing the limit was not always enough; inconclusive = no clear call, values can overlap the other calls;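 note: 0% = vehicle neutral wells and 100% = reference inhibitor wells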
SR-BI uptake up – enhances SR-BI lipid uptake from DiI-HDL | CHO ldlA[mSR-BI] cells, DiI-HDL uptake fluorescence, 3 h; 100 = double the neutral-control signal | activation, % at 12.5 µM | 320,000 tested, 0.096% active | AID 504775;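 active = mean replicate activation of at least 60% and every replicate at or above 60%; inconclusive = mean or all-replicate condition met, but not both; inactive = mean below 60% and not all replicates reaching 60%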;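 note: 0% = median plate neutral-control signal and 100% = twice that signal; values of inactives mirror those of a sister screen read the other way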
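system = CHO ldlA[mSR-BI] cells, LDL receptor-null, SR-BI overexpressing | medium = Ham's F12 with 0.5% BSA, HEPES 25 mM, pH 7.4 | probe or stimulus = DiI-HDL 10 µg/mL | compound dosing = single-point compound dose | incubation = compound exposure 3 h, 37 °C | technique = DiI fluorescence, bottom read | read-out = cell-associated DiI fluorescence as measure of HDL uptake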
HTR5A ag ctr – HTR5A agonism, opioid heterodimer counter-screen; P47898; HTR5A agonist assay, luminescence, cell-based; activation, % at 9.3 µM; 340,000 tested, 0.61% active; AID 504692; in the data active = activation mostly above about 9.5%, no sharp cut-off; inactive = mostly below about 7.6%;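 note: 0% = cells with vehicle only and 100% = reference agonist; strong numbers were not always called active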
Target sequence (P47898 whole entry, looked up): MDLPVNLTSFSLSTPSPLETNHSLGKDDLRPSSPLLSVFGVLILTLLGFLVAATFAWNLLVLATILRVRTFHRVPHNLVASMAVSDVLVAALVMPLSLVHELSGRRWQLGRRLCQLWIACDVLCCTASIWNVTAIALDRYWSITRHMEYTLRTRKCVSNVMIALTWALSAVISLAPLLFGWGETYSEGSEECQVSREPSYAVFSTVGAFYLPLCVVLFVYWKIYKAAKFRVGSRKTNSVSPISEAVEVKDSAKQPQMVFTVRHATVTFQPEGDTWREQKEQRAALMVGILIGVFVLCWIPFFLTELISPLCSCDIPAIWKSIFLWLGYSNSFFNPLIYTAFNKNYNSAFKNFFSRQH
SR-BI DiI inh – blocks mouse SR-BI lipid uptake from DiI-HDL. Q61009. ldlA[mSR-BI] CHO cells, DiI-HDL uptake fluorescence, 3 h. inhibition, % at 12.5 µM. 320,000 tested, 0.96% active;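 active = mean replicate inhibition of at least 70% and a set share of replicates each scoring 70 or more; inconclusive = meets just one of the two criteria; inactive = fails both criteria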;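 note: 0% = median of neutral control wells and 100% = median of positive control wells; values of inactives mirror those of a sister screen read the other way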
RTF Ca sens act – cardiac RTF calcium sensitization. IANBD-labeled TnC RTF fluorescence at EC20 calcium; 0% EC20 calcium, 100% full calcium. P19429+P45379. 340,000 tested, 0.24% active. activation, % at 7.2 µM;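 active = activation above the mean over all tested compounds plus 3 SD, cut at about 30% in these data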;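 note: rise in fluorescence read as greater calcium sensitivity of cardiac thin filaments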
MITF act – increases MITF-driven TRPM1 promoter luciferase signal; SK-MEL-5 TRPM1-promoter luciferase, 24 h; % of positive control, neutral wells = 0; activation, % at 12.5 µM; 300,000 tested, 0.75% active; AID 588334;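 active = mean activation of at least 80% with every replicate also reaching 80%; inconclusive = mean reaches 80% but some replicate falls short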;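 note: 0% = neutral control wells and 100% = parthenolide positive control wells; values of inactives mirror those of a sister screen read the other way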
CDK5 inh – inhibitors of human CDK5/p35 kinase. Q00535+Q15078. Recombinant CDK5/p35, ADP-Glo luminescence, 60 min. inhibition, % at 10 µM. 330,000 tested, 0.01% active. AID 488839;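 active = highest replicate inhibition of at least 50% and at least 75% of replicates reaching 50%; inconclusive = only one of the two criteria met; inactive = both criteria failed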;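 note: plate controls were DMSO neutral control for no effect and GW8510 at 10 µM for full effect; many of its hits are not listed in these tables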
Target sequence (Q00535 whole entry, looked up): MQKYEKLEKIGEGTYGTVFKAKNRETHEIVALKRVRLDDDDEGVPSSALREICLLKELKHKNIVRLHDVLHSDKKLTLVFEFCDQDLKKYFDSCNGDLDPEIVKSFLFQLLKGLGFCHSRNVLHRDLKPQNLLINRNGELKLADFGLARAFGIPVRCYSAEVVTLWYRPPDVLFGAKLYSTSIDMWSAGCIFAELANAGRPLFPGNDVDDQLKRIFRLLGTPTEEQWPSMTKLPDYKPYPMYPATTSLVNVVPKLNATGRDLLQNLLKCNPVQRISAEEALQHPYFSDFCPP
Target sequence (Q15078 whole entry, looked up): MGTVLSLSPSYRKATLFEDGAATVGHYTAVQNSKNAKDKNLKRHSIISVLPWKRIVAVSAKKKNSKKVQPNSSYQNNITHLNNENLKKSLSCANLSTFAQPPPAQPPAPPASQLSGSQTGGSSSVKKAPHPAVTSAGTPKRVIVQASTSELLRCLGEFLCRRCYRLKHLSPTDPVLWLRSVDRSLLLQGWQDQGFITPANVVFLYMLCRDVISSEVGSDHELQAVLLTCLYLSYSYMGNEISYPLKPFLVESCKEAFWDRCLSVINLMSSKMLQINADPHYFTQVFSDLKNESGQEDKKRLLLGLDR
Wnt bcat act – activators of Wnt/beta-catenin signaling. Wnt/beta-catenin reporter cell assay, activator, plate reader. activation, % at 9.35 µM. 300,000 tested, 1.2% active. AID 743398; in the data active = activation above about 30%, passing the limit was not always enough; inconclusive = no clear call, values can overlap the other calls;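 note: 0% = neutral control wells and 100% = positive control wells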
Starred values were filed as active, the others as inactive; i = inactive; u = inconclusive; x = not tested or not shown.

[1] O=C(COC(=O)CNC(=O)c1cccc([N+](=O)[O-])c1)NCc1ccco1
[2] O=C(O)c1cccc(NC(=S)NC(=O)C(c2ccccc2)c2ccccc2)c1
[3] CCC(OCC(O)CN1CCCCC1)c1ccccc1 (stereo unspecified)
[4] CCC(C(=O)OC(C)C(=O)Nc1ccc(Cl)cn1)c1ccccc1 (stereo unspecified)
[5] COc1ccc2nc(NC(=O)c3cccc(N4C(=O)CCC4=O)c3)sc2c1
[6] COc1ccc(-c2oc3cc(O)c(OC)c(O)c3c(=O)c2OC)cc1O

Screen / compound no.,1,2,3,4,5,6
SR-BI uptake up,15,6,24,34,-62,4
Wnt bcat act,-2,x,-1,-2,5,-18
RTF Ca sens act,-4,3,-4,0,3,-1
dFosB activator,x,-12,11,-10,-2,-4
CDK5 inh,0.4,-0.9,-1.6,-2.2,-0.5,1.4
SR-BI DiI inh,-15,-6,-24,-34,62,-4
MITF act,3,-4,-1,-1,9,1
HTR5A ag ctr,4,3,-2,2,3,6
Rtt109 HAT inh,-7,19,-13,5,2,0
PvdQ acylase,-9,-21,-10,-8,-11,-4

In a second layout: four of the compounds above
cpd | structure | SR-BI uptake up | Wnt bcat act | RTF Ca sens act | dFosB activator | CDK5 inh | SR-BI DiI inh | MITF act | HTR5A ag ctr | Rtt109 HAT inh | PvdQ acylase
3 | CCC(OCC(O)CN1CCCCC1)c1ccccc1 (stereo unspecified) | 24 | -1 | -4 | 11 | -1.6 | -24 | -1 | -2 | -13 | -10
4 | CCC(C(=O)OC(C)C(=O)Nc1ccc(Cl)cn1)c1ccccc1 (stereo unspecified) | 34 | -2 | 0 | -10 | -2.2 | -34 | -1 | 2 | 5 | -8
5 | COc1ccc2nc(NC(=O)c3cccc(N4C(=O)CCC4=O)c3)sc2c1 | -62 | 5 | 3 | -2 | -0.5 | 62 | 9 | 3 | 2 | -11
6 | COc1ccc(-c2oc3cc(O)c(OC)c(O)c3c(=O)c2OC)cc1O | 4 | -18 | -1 | -4 | 1.4 | -4 | 1 | 6 | 0 | -4

Going on with the list.
[7] O=C(/C=C/c1ccco1)NCc1ccc(F)cc1
[8] O=C(O)CCCC(=O)Nc1ccc(Sc2ccc([N+](=O)[O-])cc2)cc1
[9] CCOc1cc(NC(=O)C(C)C)c(OCC)cc1NC(=O)Nc1ccccc1
[10] O=C(NC1CCCC1)C1CCCN(S(=O)(=O)c2cccc3cccnc23)C1 (stereo unspecified)
[11] CCCCCCCc1nc2c(=O)n(C)c3ccccc3c2o1
[12] CN(Cc1ccccc1)C(=O)COC(=O)c1cc2ccccc2oc1=O

Screen / compound no.,7,8,9,10,11,12
SR-BI uptake up,4,-4,-25,-12,20,21
Wnt bcat act,3,x,-3,-3,0,-6
RTF Ca sens act,-3,1,-3,2,2,1
dFosB activator,-17,3,-6,4,-7,8
CDK5 inh,0.3,0.2,-2.4,-0.7,-0.1,2.5
SR-BI DiI inh,-4,4,25,12,-20,-21
MITF act,5,-3,x,-14,x,-1
HTR5A ag ctr,-2,7,-3,5,1,-1
Rtt109 HAT inh,-12,10,-1,-3,0,9
PvdQ acylase,-1,-5,-10,9,-4,-4

[13] COc1ccccc1C(=O)N(CCC1CCCN1C)c1nc2ccccc2s1 (stereo unspecified)
[14] Nc1nnc(CCS(=O)(=O)c2cc(Cl)ccc2Cl)s1
[15] O=C(COC(=O)c1cc(F)cc(F)c1)NCCCc1ccccc1
[16] Cc1cccc(S(=O)(=O)Nc2ccc(-c3cn4ccccc4n3)cc2)c1
[17] CNC(=O)COc1ccc(C=O)cc1OC
[18] CC(C)OCCCNC(=O)C1CC(=O)N(CCc2ccccc2)C1 (stereo unspecified)

Screen / compound no.,13,14,15,16,17,18
SR-BI uptake up,8,14,1,-1,-2,-7
Wnt bcat act,-9,x,17,6,x,2
RTF Ca sens act,5,8,-1,-8,7,0
dFosB activator,-18,-5,1,-3,-3,0
CDK5 inh,-0.4,1.6,0.3,0.8,-0.6,0.8
SR-BI DiI inh,-8,-14,-1,1,2,7
MITF act,5,-7,-10,6,9,17
HTR5A ag ctr,-3,5,0,-1,-6,0
Rtt109 HAT inh,1,-13,-2,-3,-12,4
PvdQ acylase,-13,-16,-1,2,-14,-16

[19] Cc1ccccc1OCC(=O)N=Nc1c(O)n(C)c2ccccc12
[20] Cc1nc([N+](=O)[O-])c(N2CCOCC2)n1Cc1ccccc1
[21] Cc1sc2nc(SCC(=O)Nc3c(C)n(C)n(-c4ccccc4)c3=O)n(C)c(=O)c2c1C
[22] CCOC(=O)Nc1ccc2c(c1)N(C(=O)CN)c1ccccc1CC2
[23] COc1ccc(OC)c(NC(=O)C2CC2c2ccccc2)c1 (stereo unspecified)
[24] COCC(=O)N(Cc1cc2ccc(C)cc2[nH]c1=O)c1ccccc1C

Screen / compound no.,19,20,21,22,23,24
SR-BI uptake up,x,11,-8,12,-14,9
Wnt bcat act,6,0,1,1,0,-2
RTF Ca sens act,1,x,-4,2,-1,-11
dFosB activator,5,2,-6,30*,2,3
CDK5 inh,-0.9,-0.4,2.2,-1.4,0.9,0.4
SR-BI DiI inh,x,-11,8,-12,14,-9
MITF act,9,x,-1,0,-8,-5
HTR5A ag ctr,5,x,3,5,0,-4
Rtt109 HAT inh,-1,1,13,1,-7,2
PvdQ acylase,-19,-2,-6,-20,-7,1

[25] Cc1ccc(S(=O)(=O)NCCC(=O)N2CCC(Cc3ccccc3)CC2)cc1
[26] C=C1CCc2c([nH]c3ccc(OCC(C)C)cc23)C1=O
[27] Nc1nc2sc3c(c2cc1C(=O)N1CCOCC1)CCCC3
[28] O=C(Nc1ccnn1C1CCN(C2CCC2)CC1)c1cccc(F)c1
[29] C1=CN2CCC1C(c1ccccc1)C2 (stereo unspecified)
[30] Cc1cccc(-n2c(O)c(C=NC3CCS(=O)(=O)C3)c3ccccc3c2=O)c1C (stereo unspecified)

Screen / compound no.,25,26,27,28,29,30
SR-BI uptake up,-15,19,-4,2,15,6
Wnt bcat act,0,-7,x,-1,x,-3
RTF Ca sens act,-3,4,2,-3,4,4
dFosB activator,-11,-11,-2,-3,-3,-4
CDK5 inh,-1.6,1.4,0.5,0.1,0.1,0.5
SR-BI DiI inh,15,-19,4,-2,-15,-6
MITF act,-6,-53,13,-1,-10,x
HTR5A ag ctr,2,22*,3,2,0,9
Rtt109 HAT inh,0,-9,3,0,4,10
PvdQ acylase,-5,-11,-11,-11,5,7

[31] Cc1cc(C)nc(SCCCNCc2ccccc2)n1
[32] CC(/C=C/c1ccccc1)NC(N)=O (stereo unspecified)
[33] COc1ccc(S(=O)(=O)NC(C)C(=O)NCc2ccncc2)cc1Cl (stereo unspecified)
[34] Cc1cccc(N2CCN(C(=O)c3ccnn3C)CC2)c1C
[35] CC(C)C(NS(=O)(=O)c1cccc2nsnc12)C(=O)N1CCCCC1 (stereo unspecified)
[36] Cc1ccc(S(=O)(=O)N2CCN(CC(=O)NC(=O)NCc3ccco3)CC2)cc1C

Screen / compound no.,31,32,33,34,35,36
SR-BI uptake up,-13,1,x,7,20,x
Wnt bcat act,1,-1,0,2,-2,0
RTF Ca sens act,3,0,-8,9,3,-5
dFosB activator,-2,-2,3,3,-2,-5
CDK5 inh,0.9,0.4,-0.3,-0.2,0.3,-1.6
SR-BI DiI inh,13,-1,x,-7,-20,x
MITF act,2,-10,-9,1,3,-6
HTR5A ag ctr,-2,1,-1,2,5,-2
Rtt109 HAT inh,14,2,3,-31,4,1
PvdQ acylase,-10,-19,-4,-5,-11,-12

[37] O=C(CC1C(=O)NCCN1Cc1cccc(F)c1F)NCCCC1CCCC1 (stereo unspecified)
[38] CCCNC(=O)N1CCN(C(c2ccccc2)c2ccccc2)CC1
[39] COc1ccc(C(=O)Nc2ccncc2)cc1S(=O)(=O)N1CCOCC1
[40] O=C(Nc1ccccc1)Nc1nc(-c2ccccc2)cs1
[41] COc1cccc(N2C(=O)C(c3ccccc3)=C(c3nc4ccccc4s3)C2NC(C)=O)c1 (stereo unspecified)
[42] COc1ccc(OCC(=O)NCc2cccnc2)cc1

Screen / compound no.,37,38,39,40,41,42
SR-BI uptake up,-6,2,-2,u,-24,-5
Wnt bcat act,1,-1,8,0,6,10
RTF Ca sens act,-1,-5,-6,-4,3,10
dFosB activator,-24,0,-7,-3,2,4
CDK5 inh,-2.2,-0.5,1.0,0.6,0.0,-3.5
SR-BI DiI inh,6,-2,2,-216,24,5
MITF act,-1,11,16,14,-4,-5
HTR5A ag ctr,-3,7,9,0,4,1
Rtt109 HAT inh,2,-2,0,7,8,0
PvdQ acylase,-5,-1,3,-15,-10,-23

[43] O=C(O)C1CCN(S(=O)(=O)c2cccs2)CC1
[44] COc1ccc(CN2CCN(C(C)C(=O)N3CCc4ccccc43)CC2)cc1OC (stereo unspecified)
[45] COCCN(CCOC)Cc1c(O)ccc2c3c(c(=O)oc12)CCC3
[46] COCCn1c(=NC(=O)CCS(=O)(=O)c2ccccc2)sc2ccccc21
[47] O=S(=O)(c1cccc(C(F)(F)F)c1)N1CCN(c2cnccn2)CC1
[48] Cc1ccc(C(=O)C[n+]2cccc3cc(C)ccc32)cc1
[49] COc1ccc(-c2nnn(CC(=O)N3CCOCC3)n2)cc1
[50] CC(NC(=O)C(=O)N1CCOCC1)C(c1cccs1)N1CCN(c2ccccc2)CC1 (stereo unspecified)

Screen / compound no.,43,44,45,46,47,48,49,50
SR-BI uptake up,11,15,11,20,4,6,8,9
Wnt bcat act,-3,-1,-4,2,-2,0,-1,3
RTF Ca sens act,-4,-1,-6,-4,6,11,0,-12
dFosB activator,0,-1,-5,-6,0,0,-4,2
CDK5 inh,0.6,-0.6,-0.1,-1.0,-4.4,1.6,1.0,0.2
SR-BI DiI inh,-11,-15,-11,-20,-4,-6,-8,-9
MITF act,2,-3,5,-2,-6,-9,-11,2
HTR5A ag ctr,1,-1,-1,-1,1,3,-3,-2
Rtt109 HAT inh,-2,-6,i,2,-5,-4,-3,11
PvdQ acylase,-14,2,-35,-6,-1,-15,-12,-1
